D2 ag = HTS Assay for Allosteric Agonists of the Human D2 Dopamine Receptor: Primary Screen for Agonists. HEK293 T-REx D2 cells, calcium flux agonist mode. 340,000 tested, 0.53% active. activation, % at 2 µM. D(2) dopamine receptor (Homo sapiens), P14416;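 active = activation over 3 SD above normal in the single-dose calcium agonist read, cut at about 30% in these data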; note: 0% is about no effect
Target sequence (P14416 whole entry, looked up): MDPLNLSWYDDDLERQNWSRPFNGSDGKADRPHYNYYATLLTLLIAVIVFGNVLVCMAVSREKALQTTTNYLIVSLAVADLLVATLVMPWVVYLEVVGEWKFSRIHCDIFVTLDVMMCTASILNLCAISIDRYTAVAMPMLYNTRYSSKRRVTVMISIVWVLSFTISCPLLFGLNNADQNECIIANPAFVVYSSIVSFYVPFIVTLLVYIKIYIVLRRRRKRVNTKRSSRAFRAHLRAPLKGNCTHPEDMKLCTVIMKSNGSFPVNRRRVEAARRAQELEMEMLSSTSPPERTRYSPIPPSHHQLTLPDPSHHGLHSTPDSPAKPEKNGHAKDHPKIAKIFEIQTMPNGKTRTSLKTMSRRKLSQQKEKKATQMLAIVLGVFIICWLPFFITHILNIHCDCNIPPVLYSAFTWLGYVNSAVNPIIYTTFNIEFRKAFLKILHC
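Tetracycline-induced HEK293 T-REx cells with force-coupled D2 receptor, plated overnight at 30 C, loaded with no-wash calcium dye. After a 10 s baseline, compound was pin-added and calcium flux read kinetically for 180 s; calcium rises flagged agonists.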
Glioma ERSR ind = qHTS for Inducers of the Endoplasmic Reticulum Stress Response (ERSR) in Human Glioma: qHTS | 420,000 tested, 0.02% active | Potency, µM, without a hit: top-dose activation, most hits filed as activators | U87-MG GRP78 promoter luciferase reporter, 16 h; note: potency is the fitted concentration of half-maximal effect; series mostly up to about 76 µM; % of control where 0% means no effect; nearly all actives have a fitted effect of over 35% in size
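ERSR induction read as luciferase luminescence (Bright-Glo, 10 min at room temperature) in stably transfected human U87-MG glioma cells exposed to compounds for 16 h, using GRP78 as sensor.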
Vif-APOBEC3G blk = qHTS for Inhibitors of Vif-A3G Interactions: qHTS. AID 602310, 2012. Potency, µM (doses to about 46.1 µM), for the others: at the top dose activity, negative = active, actives largely listed as inhibitors. 410,000 tested, 0.076% active. DNA dC->dU-editing enzyme APOBEC-3G (Homo sapiens), Q9HC16. HeLa A3G-eYFP + Vif (tagged APOBEC3G with the HIV-1 protein that degrades it), YFP fluorescence, overnight;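 note: potency is the fitted concentration of half-maximal effect; % is set by controls: 0 for no effect and ±100 for the full control effect; nearly all actives have a fitted effect of over 60% in size; hits raise eYFP signal because A3G escapes Vif-driven loss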
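Read-out is eYFP fluorescence (Ex 488/Em 500-530) from Vif-expressing HeLa A3G-eYFP cells; more signal means A3G escaped Vif-mediated degradation. Cells plated overnight, compound pinned in, incubated overnight at 37 deg C.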
12-LOX inh = Primary qHTS assay for inhibitors of human arachidonate 12S-lipoxygenase (ALOX12): Round 2; Polyunsaturated fatty acid lipoxygenase ALOX12 (Homo sapiens), P18054; purified 12hLO, xylenol orange hydroperoxide absorbance; Potency, µM (series often up to 108 µM), for inactives: top-dose activity change, negative = inhibition, most hits filed as inhibitors; 580,000 tested, 1.1% active; note: potency is the fitted concentration of half-maximal effect; % is set by controls: 0 for no effect and ±100 for the full control effect
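Hydroperoxide product was detected by ferrous iron/xylenol orange as the 573 to 405 nm absorbance ratio. Arachidonic acid at 40 uM (final) was turned over for 30 min at room temperature by 150 nM human 12hLO, pH 7.0 Hepes buffer, after 15 min compound preincubation.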
ERG-DNA inh = qHTS for Small Molecule Inhibitors of the ERG Ets/DNA interaction; Transcriptional regulator ERG (Homo sapiens), P11308; fluorescence polarization, His-ERG Ets domain / labelled DNA; Potency, µM (doses to about 76.9 µM), inactives show top-dose FP activity, negative = inhibition, most hits filed as inhibitors; 370,000 tested, 0.028% active; AID 624246, 2012; active = well fitted inhibition curve with a large enough effect in the polarisation, with a control signal flat; inconclusive = small, poorly fitted or top-dose-only effect, or effect the other way, or a change in a side signal; inactive = no such curve, though single readings can be large or run the other way; the % refers to the polarisation;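 note: polarization taken with two DNA probes labelled with fluorescein and Texas red; potency is the fitted concentration of half-maximal effect; % of control where 0% means no effect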
Target sequence (P11308 whole entry, looked up, the tested form may be a part): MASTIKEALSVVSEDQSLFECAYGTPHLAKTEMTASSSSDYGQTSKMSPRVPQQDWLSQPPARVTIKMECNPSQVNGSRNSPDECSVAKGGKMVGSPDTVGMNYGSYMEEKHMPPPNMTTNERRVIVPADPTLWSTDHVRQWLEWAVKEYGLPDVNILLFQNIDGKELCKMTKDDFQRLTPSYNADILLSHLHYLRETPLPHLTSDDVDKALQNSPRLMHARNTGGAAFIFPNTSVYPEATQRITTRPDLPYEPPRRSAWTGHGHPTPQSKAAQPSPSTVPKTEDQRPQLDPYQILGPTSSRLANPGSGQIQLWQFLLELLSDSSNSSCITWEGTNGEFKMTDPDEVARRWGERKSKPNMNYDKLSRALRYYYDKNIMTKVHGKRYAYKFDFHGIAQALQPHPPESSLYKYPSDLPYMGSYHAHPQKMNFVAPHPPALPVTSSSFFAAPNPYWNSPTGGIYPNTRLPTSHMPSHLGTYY
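His-tagged ERG Ets domain (1 uM in the protein solution; 300mM KCl, 50mM Tris-HCl, 1mM EDTA, 1mM DTT, pH 7.5) received compound, then a probe mix of 5 nM fluorescein-DNA and 100nM Texas-615-DNA. Fluorescence polarization was read for both dyes.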
RGS4 inhibitor = Inhibitors of Regulator of G Protein Signaling (RGS) 4: qHTS | Regulator of G-protein signaling 4 (Homo sapiens), P49798 | Transcreener GDP fluorescence polarization, RGS4-accelerated GTP hydrolysis | Potency, µM (series often up to 114 µM), for the others: at the top dose activity change, negative = inhibition, most hits filed as inhibitors | 390,000 tested, 0.039% active; note: potency is the fitted concentration of half-maximal effect; % is set by controls: 0 for no effect and ±100 for the full control effect; nearly all actives have a fitted effect of over 75% in size; some results filed as inactive show a strong effect at the top dose
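MLSMR compounds (23 nl, pin-transferred) preincubated 10 min at room temperature with a 500nM (2x) first reagent, then RGS4 at 900nM (2x) plus Transcreener GDP mix added; fluorescence polarization (620/688 nm) read before and after 90 min at 30 °C.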
D2 antagonist = HTS Assay for Allosteric Antagonists of the Human D2 Dopamine Receptor: Primary Screen for Antagonists. D(2) dopamine receptor (Homo sapiens), P14416. HEK293 TREx D2 cells, calcium flux, dopamine EC80. inhibition, % at 10 µM. 340,000 tested, 2% active. AID 485344, 2010; in the data active = inhibition above about 30%; note: 0% is about no effect
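Overnight-induced (tetracycline, 30 C) HEK293 T-REx cells carrying force-coupled D2 receive a no-wash calcium dye, then compound, then EC80 dopamine at 180 s; signals are read kinetically throughout.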
Vif-A3F inh = qHTS for Inhibitors of Vif-A3F Interactions: qHTS; 390,000 tested, 0.2% active; AID 602313, 2012; Potency, µM (top dose mostly 46.1 µM), without a hit: at the highest dose activity, negative = active; HeLa A3F-eYFP + Vif (tagged APOBEC3F with the HIV-1 protein that degrades it), YFP fluorescence increase; note: potency is the fitted concentration of half-maximal effect; % of control where 0% means no effect; nearly all actives have a fitted effect of over 65% in size
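HeLa cells stably expressing A3F-eYFP plus Vif, plated and incubated overnight at 37 deg C, then exposed to compounds overnight at 37 deg C. Blocked degradation read as raised yellow fluorescence (Ex 488/Em 500-530).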
LDHA inh = qHTS assay for inhibitors of human lactate dehydrogenase; L-lactate dehydrogenase A chain (Homo sapiens), P00338; purified LDHA, NADH/diaphorase-resazurin fluorescence; stronger effect = lower value; activity change, % (values are at about 110 or 230 µM); 480,000 tested, 0.15% active; AID 1347041, 2019; in the data active = activity change below about -30%; inconclusive = mostly about -25% to -30%;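 note: plate controls were DMSO wells for no effect and wells without enzyme for full effect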
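LDH5 2 nM; NADH 0.06 mM, pyruvate 0.2 mM; 200 mM Tris pH 7.4, EDTA, Tween-20; 5 min RT. Detection: diaphorase 0.133 mg/mL + resazurin 37 µM, fluorescence ex540/em590 at 0 and 20 min; normalized to enzyme-free and DMSO wells.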
The depositor's hits bear a star; ? = inconclusive; nt = not tested or not shown; & = joins results of further samples; [ ] = dose if it differs, or a comment. Unless noted, calls come from the whole dose curve; as a rule, active = well fitted curve in the direction sought with a large enough effect; inconclusive = small, poorly fitted or top-dose-only effect, or another doubt; inactive = no such curve, though single readings can be large; an effect the other way counts as inactive or inconclusive. This is a subset; count on the stated rates, not on these rows.

SMILES | D2 ag | Glioma ERSR ind | Vif-APOBEC3G blk | 12-LOX inh | ERG-DNA inh | RGS4 inhibitor | D2 antagonist | Vif-A3F inh | LDHA inh
COc1cccc(-c2nc(CS(=O)(=O)CC(=O)NC3CCC(C)CC3)c(C)o2)c1 (stereo not drawn) | -1.5 | -2.1% | 1.8% | -6.0% | -1.5% | 10.1%[11.4 µM] | -1.8 | 1.2% | -1.9
COc1c(C)cccc1C(=O)NCCCNC(=O)c1ccc(C)nc1 | -0.2 | 1.7% | 1.3% | 0.1% | -5.7% | -0.3% | 14.8 | 5.7% | -3.8
Cc1cc(C)cc(NC(=O)c2cnn(-c3ccc(C)c(C)c3)c2C2CCNCC2)c1 | 0.3 | -1.8% | -3.1% | ? | -0.5% | -0.3% | nt | -3.8% | -4.5
CCCCn1c(SCC(=O)NCc2ccc3c(c2)OCO3)nnc1C(CC)N(C)C (stereo not drawn) | -0.4 | -4.0% | 1.2% | -7.5% | -25.2% | -8.9% | 5.9 | 7.7% | 0.6
CCN(CC)c1ccc(S(=O)(=O)N2CCCCC2)cc1NC(=O)C1=COCCO1 | -1.3 | -0.9% | -0.4% | ? | -2.8% | 21.9% | -1.1 | -24.3% | -5.2
O=[N+]([O-])c1ccc(NS(=O)(=O)c2ccccc2)c(Cl)c1 | nt | -2.3% | -6.7% | ? | -10.8% | -2.9% | nt | 3.4% | -5.4
Cc1cc(NS(=O)(=O)c2ccc(NC(=O)C3CCCCC3)cc2)no1 | 0.0 | 2.4% | 2.2% | -12.4% | 10.6% | 41.3% | 2.9 | 0.3% | -9.6
O=C(COc1ccc2oc(-c3ccccc3)cc(=O)c2c1)NCc1ccco1 | -0.7 | 0.6% | -6.6% | nt | 3.8% | ? | 19.2 | -0.2% | 0.4
O=C1NCCC12C(=O)Nc1ccccc12 (stereo not drawn) | nt | -1.6% | 2.0% | 30.7%[activator] | -2.1% | -2.9% | nt | -3.3% | -3.0
Cc1ccc(CNC(=O)C(=O)NCCC2=CCCCC2)cc1 | -0.9 | -5.2% | 2.5% | -18.3% | -0.7% | -17.0% | 0.3 | -3.7% | 1.0
CC(Oc1ccc([N+](=O)[O-])cc1)C(=O)NCCCN1CCOCC1 (stereo not drawn) | -0.1 | -4.6% | -2.3% | 229.6%[activator] | 2.1% | 1.4% | -21.3 | -4.9% | -3.5
CCOc1ncccc1C(=O)OCC(=O)Nc1ccc2c(c1)CCC2 | nt | -4.8% | -0.7% | -9.4% | -1.0% | -36.9% | nt | -1.5% | -0.3
c1csc(CNc2ncnc3ccc(-c4ccoc4)cc23)c1 | 0.1 | -4.4%&-0.9% | 0.2% | 1.2%&-15.1% | nt | -31.0% | -6.5 | 6.3% | -1.1
COc1cc(Cl)c(C)cc1NC(=O)CSc1nnc(-c2cccnc2)n1Cc1ccco1 | -1.3 | -2.1% | 0.5% | -2.4% | -2.6% | -2.6% | -5.0 | -5.6% | -3.3
O=C(CCCC(=O)OCC(Cl)=C(Cl)Cl)Nc1ccccc1 | -1.8 | -2.8% | 1.6% | -7.2% | 5.9% | 7.5% | -16.5 | -7.4% | 3.5
Cc1ncccc1C(=O)N1CCCC(CNC(=O)c2ccc(-c3ccccc3)cc2)C1 (stereo not drawn) | -3.2 | -3.0% | -3.3% | 2.5% | 7.2% | 17.5% | -23.5 | -0.4% | -11.5
O=c1c2ccccc2nnn1CSc1nnc(COc2ccc(Cl)cc2)n1Cc1ccco1 | 4.0 | -3.9% | -0.9% | -10.1% | 1.1% | 28.5% | -12.4 | -7.1% | 0.2
C=CCn1c(-c2cccnc2Cl)nc2cc(Cl)c(Cl)cc21 | 15.2 | 1.1% | -5.2% | -17.9% | 5.4% | -6.8% | -13.0 | -9.3% | -0.3
CCCC(C)C(=O)NCc1ccccc1OC (stereo not drawn) | -0.5 | -4.4% | -0.1% | -2.2% | 0.7% | 18.1% | -6.5 | -5.5% | 0.4
CN(C)C(=O)/C(=C/c1cn(-c2ccccc2)nc1-c1cccc([N+](=O)[O-])c1)NC(=O)c1ccccc1 | -0.1 | 1.3% | 0.2% | -10.1% | -1.5% | 4.2% | 4.9 | 10.7% | -13.5
COc1cc2c(cc1OC)-c1cc(NC3CCCCC3)nc(=O)n1CC2 | -0.7 | 1.7% | -5.7% | 25.1µM* | -1.7% | -32.4% | 2.5 | 4.2% | 0.0
CC1CCN(C(=O)COC(=O)c2ccccc2NCCO)CC1 | nt | -0.4% | -0.2% | ? | nt | nt | nt | -8.5% | -3.6
COc1ccc(NC(=O)c2cc(C3CCCCN3S(C)(=O)=O)on2)c(C)c1 (stereo not drawn) | nt | -2.2% | -0.6% | 12.8% | nt | nt | nt | nt | 1.0
Cc1c(O)c2ccccc2oc1=O | 0.8 | -1.2% | -1.3% | -10.7% | 9.6% | -1.1% | -4.0 | 1.8% | -5.5
CC(=O)c1cccc(S(=O)(=O)N2CCN(c3ccccc3F)CC2)c1 | -2.3&-0.1 | -2.9%&-4.7% | 1.2%&3.8% | 5.8%&-20.8% | 3.8%&0.9% | -7.1%&-6.6% | -11.1 | -2.1%&-1.1% | 2.0&2.2

(continued)
SMILES | D2 ag | Glioma ERSR ind | Vif-APOBEC3G blk | 12-LOX inh | ERG-DNA inh | RGS4 inhibitor | D2 antagonist | Vif-A3F inh | LDHA inh
CN1CCc2c(sc(NC(=O)c3ccc(S(=O)(=O)N4CCCCCC4)cc3)c2C(N)=O)C1 | 14.2 | -2.9% | ? | nt | 2.6% | ? | 9.7 | ? | -6.9
COC(=O)N(C)C[C@@H]1OCc2cnnn2CCCC(=O)N([C@@H](C)CO)C[C@H]1C | nt | -2.5% | 0.7% | ? | nt | nt | nt | -4.6% | -12.1
CCOC(=O)c1csc(NC(=O)CN2CCCCC2)n1 | 0.0 | 0.4% | 2.2% | -9.7% | 7.2% | 9.4% | -13.9 | 1.7% | -0.7
O=C(Nc1ccc(F)cc1)C1CCCN(C2=NS(=O)(=O)c3ccccc32)C1 (stereo not drawn) | 0.3 | -2.6% | -11.3% | -12.9% | 7.3% | -16.3% | 23.2 | 2.3% | -6.8
Cn1c(SCC(=O)NCc2ccccc2)nc2ccccc21 | -0.4 | -0.8% | -0.9% | -22.8% | 1.1% | -22.1% | -5.3 | -16.1% | -3.9
O=C(Nc1ccc(F)cc1)c1cnc(-c2ccccc2)nc1-c1ccccc1 | 0.0 | 2.3% | -25.6% | 4.5% | -6.0% | -4.8% | -4.0 | -2.9% | 3.0
COc1ccccc1-c1c(C)oc2c(CN3CCCC(C)C3)c(O)ccc2c1=O (stereo not drawn) | -0.1 | -2.9% | 4.4% | -3.8% | -5.7% | 3.9% | -10.5 | 1.6% | -6.2
COc1ccc(-n2c(SCC(=O)C(C)(C)C)nc3c(sc(=S)n3-c3ccccc3)c2=O)c(OC)c1 | 1.2 | -1.9% | -0.2% | -23.2% | -0.9% | ? | -15.6 | -5.5% | -4.4
O=C1C2C3C=CC(C4CC34)C2C(=O)N1c1cc(Cl)ccn1 (stereo not drawn) | 0.5 | -3.0% | -0.6% | 5.9% | -5.6% | -10.2% | -11.3 | 9.1% | 3.5
Cc1noc(C)c1NC(=O)N1CCN(Cc2ccccc2)CC1 | 0.5 | -2.0% | 1.2% | 15.2% | -1.0% | -46.2% | -22.8 | 2.5% | 0.6
CCN1C(=O)C2(C(C#N)=C(N)Oc3n[nH]c(C(C)C)c32)c2ccccc21 (stereo not drawn) | -2.0 | -6.7% | 1.5% | -7.7% | -6.5% | -47.9% | -27.8 | -5.6% | 2.4
c1ccc(-n2nnnc2Oc2ccc(-c3nnco3)cc2)cc1 | 0.6 | -1.6% | -0.9% | 0.0% | -0.1% | 8.8%[11.4 µM] | -1.8 | 6.5% | -7.2
O=C(N/C=C/c1ccco1)NCc1ccccc1 | 0.9 | -4.2% | -3.1% | ? | -6.3% | -23.2% | -11.1 | -0.5% | 2.9
O=c1c2ccccc2nc2sc(Nc3cccc(C(F)(F)F)c3)nn12 | 0.8 | -3.0% | 1.9% | 3.5% | 2.7% | 5.8% | nt | 0.7% | 0.7
O=C(CSc1cn(CC(=O)N2CCCCCC2)c2ccccc12)NCC1CCCO1 (stereo not drawn) | 0.0 | -5.4% | 2.1% | -3.5% | 3.6% | 19.4% | -0.2 | 5.1% | -6.8
CC(C)NC(=O)C(=O)NCC(c1ccc2c(c1)OCO2)N1CCOCC1 (stereo not drawn) | 0.4 | -4.9% | -0.7% | 7.9% | -1.7% | -1.7% | 10.4 | -3.2% | -2.5

Source: PubChem BioAssay
